Tau filament bind – binders of human tau filaments; AID 596; Potency, µM (doses to about 57.1 µM), for the others: at the highest dose activity change, negative = inhibition; actives 2% (n = 71,000); recombinant tau filaments, thioflavin S fluorescence, 15 h; filaments grown with octadecylsulfate alongside compound;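 also: potency is read from the fitted curve at half-maximal effect; % is scaled to controls: 0 for no effect and ±100 for the full control effect; actives lower thioflavin S fluorescence by blocking filaments or displacing dye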
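Thioflavine S fluorescence (ex 450, em 510 nm) reports filaments formed from 1 uM human tau plus 30 uM ODS over 15 h at 37 C (10 mM HEPES pH 7.4, 100 mM NaCl, 5 mM DTT); compounds displacing dye or blocking filaments lower signal.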
A350 fluor – compounds fluorescent in Alexa 350 spectral region. max dye-equivalent concentration, M. Compound autofluorescence, 340/450 nm, Alexa 350 dye-equivalents; active compounds read high. actives 11% (n = 59,000). AID 590; in the data active = max dye-equivalent concentration above about 10 nM; inconclusive = mostly about 1.1 nM to 9.6 nM
Rhodamine autofl – compound autofluorescence in rhodamine spectral region; actives 0.05% (n = 59,000); max dye-equivalent concentration, M; Rhodamine-region fluorescence, 547/598 nm, Tris buffer; active compounds read high; in the data active = max dye-equivalent concentration above about 11 nM; inconclusive = between about 1.1 nM and that limit
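Intrinsic compound fluorescence, ex 547 / em 598 nm, CCD imager. Tris 100 mM pH 8.0; 15 min RT. Output = rhodamine dye-equivalent concentration at each compound concentration.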
4MU fluor – compound fluoresces in the 4-MU spectral region. compound autofluorescence, 340/450 nm, 4-MU equivalents; active compounds read high. max dye-equivalent concentration, M. actives 11% (n = 59,000); in the data active = max dye-equivalent concentration above about 10 nM; inconclusive = mostly about 1.1 nM to 9.6 nM
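Compounds in 100 mM Tris, pH 8.0, incubated 15 min at room temperature, then fluorescence read at 340 nm excitation/450 nm emission. Signal converted to 4-MU dye-equivalent concentration using an on-plate six-point 4-MU standard curve.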
FLuc inh – inhibitors of firefly luciferase | purified firefly luciferase, luminescence, 8 min | Potency, µM (highest dose often 57.1 µM), without a hit: top-dose activity change, negative = inhibition, most hits filed as inhibitors | actives 2.2% (n = 72,000) | P08659; also: potency is read from the fitted curve at half-maximal effect; % is scaled to controls: 0 for no effect and ±100 for the full control effect; nearly all actives have a fitted effect of over 40% in size
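Firefly luciferase (PKLight detection mix) with 10 uM ATP in pH 7.2 imidazole buffer (KCl, MgCl2, Tween 20, BSA). Compounds tested across a concentration series (qHTS). Luminescence read after 8 min at ambient temperature.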
ERK AVP block – inhibitors of vasopressin-stimulated ERK signaling pathway. HEK293-V1b, vasopressin-stimulated pERK AlphaScreen. Potency, µM (highest dose often 57.5 µM), without a hit: top-dose activity, negative = inhibition, actives largely listed as inhibitors. actives 0.99% (n = 72,000). AID 995; also: potency is read from the fitted curve at half-maximal effect; % is scaled to controls: 0 for no effect and ±100 for the full control effect; nearly all actives have a fitted effect of over 55% in size
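qHTS, compounds titrated on V1b-expressing HEK293 cells. Preincubation 30 min at 37C, vasopressin 25 nM for 5 min, lysis 10 min, bead incubation 5 hr at room temperature.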
Fluorescein autfl – compound fluoresces in the fluorescein spectral region; Compound autofluorescence, 480/540 nm, fluorescein-equivalent; active compounds read high; max fluorescein-equivalent concentration, M; actives 0.91% (n = 59,000); in the data active = max fluorescein-equivalent concentration above about 10 nM; inconclusive = between about 1.1 nM and that limit
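Tris 100 mM pH 8.0; 15 min RT; CCD read, ex 480/em 540 nm. Output: fluorescein-equivalent concentration per compound concentration, from six-point dye series on each plate.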
TexasRed autofl – compound fluoresces in the Texas Red spectral region; Compound fluorescence, Texas Red channel, 547/618 nm; active compounds read high; max dye-equivalent concentration, M; actives 0.06% (n = 59,000); AID 587; in the data active = max dye-equivalent concentration above about 10 nM; inconclusive = between about 1.1 nM and that limit
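Pin-transferred compounds and Texas Red standards go into 100 mM Tris buffer, pH 8.0. After 15 min at room temperature, plates are imaged with 547/618 nm filters. Each value is a dye-equivalent concentration derived from the per-plate dye curve.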
Casp7 inh – blocks human caspase-7 allosterically or competitively; P55210; recombinant caspase-7, Ac-DEVD-AFC fluorescence rate; Potency, µM (doses to about 57.5 µM), for inactives: at the top dose activity change, negative = inhibition, actives largely listed as inhibitors; actives 0.02% (n = 75,000); active = well fitted inhibition curve with a large enough effect in the main read-out, with a control signal flat, not every such curve was filed as active; inconclusive = small, poorly fitted or top-dose-only effect, or a change in a side signal; also: potency is read from the fitted curve at half-maximal effect; % of control where 0% means no effect
Target sequence (P55210 24-198 limits assumed): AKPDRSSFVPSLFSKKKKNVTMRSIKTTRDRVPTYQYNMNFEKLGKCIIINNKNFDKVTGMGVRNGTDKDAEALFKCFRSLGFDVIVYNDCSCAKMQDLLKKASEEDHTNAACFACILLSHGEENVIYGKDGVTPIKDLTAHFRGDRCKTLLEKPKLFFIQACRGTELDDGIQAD
Target sequence (P55210 207-303 limits assumed): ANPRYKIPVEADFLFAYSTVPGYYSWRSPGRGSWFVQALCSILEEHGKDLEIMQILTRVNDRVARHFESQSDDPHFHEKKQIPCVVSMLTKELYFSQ
Caspase-1 inhib – allosteric or competitive inhibitors of human caspase-1; Caspase-1 enzyme, Ac-WEHD-AFC fluorogenic rate; AID 900; Potency, µM (doses to about 57.5 µM), inactives show at the top dose activity change, negative = inhibition, most hits filed as inhibitors; P29466; actives 0.03% (n = 75,000);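 also: potency is read from the fitted curve at half-maximal effect; plate controls were vehicle for no effect and no substrate for full effect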
Target sequence (P29466 120-297 limits assumed): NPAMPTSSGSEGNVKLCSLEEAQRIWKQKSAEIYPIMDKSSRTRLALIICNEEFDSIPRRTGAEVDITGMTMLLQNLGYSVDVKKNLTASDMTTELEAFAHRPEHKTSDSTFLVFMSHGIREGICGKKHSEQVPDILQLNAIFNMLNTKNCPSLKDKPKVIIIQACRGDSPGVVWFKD
Target sequence (P29466 317-404 limits assumed): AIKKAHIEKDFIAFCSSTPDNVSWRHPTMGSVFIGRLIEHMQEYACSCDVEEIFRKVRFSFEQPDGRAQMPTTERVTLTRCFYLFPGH
HEK293 cAMP cs – raises cAMP in parental HEK293 cells, TSHR agonist counter-screen; AID 938; actives 2.5% (n = 73,000); Potency, µM (series often up to 57.1 µM), for inactives: at the highest dose activation, most hits filed as activators; parental HEK293 CNG cAMP sensor, membrane potential fluorescence; also: potency is read from the fitted curve at half-maximal effect; % of control where 0% means no effect; nearly all actives have a fitted effect of over 55% in size
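Parental HEK 293 cells stably expressing a cAMP-gated CNG channel were loaded with membrane potential dye containing 100 uM RO 20-1724 for 60 min. Compound added for 30 min; depolarization read as fluorescence intensity at 590 nm.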
* marks the source's active call; other numbers are inactive results; i = inactive; u = inconclusive; x = no result given; [ ] = dose if it differs, or a comment. Unless noted, calls follow the shape of the dose curve; as a rule, active = well fitted curve in the direction sought with a large enough effect; inconclusive = small, poorly fitted or top-dose-only effect, or another doubt; inactive = no such curve, though single readings can be large; an effect the other way counts as inactive or inconclusive. This is a subset, so the mix of outcomes need not match the whole.

1) CS(=O)(=O)N(Cc1ccco1)Cc1ccccc1Cl
2) Cc1cccc(Cn2c(N(C)CCO)nc3c2c(=O)[nH]c(=O)n3C)c1
3) CCC(=O)OC1CSc2nc3ccccc3n2C1 (stereo not given)
4) COc1cc(C2C(C#N)=C(N)Oc3n[nH]c(-c4ccccn4)c32)cc(OC)c1OC (stereo not given)
5) CCc1nnc(NC(=O)CSc2nnc(-c3ccoc3C)n2CC(C)C)s1
6) O=C(Nc1ccccc1)c1ccc(S(=O)(=O)NCc2ccco2)cc1

| assay / entry | 1 | 2 | 3 | 4 | 5 | 6 |
| --- | --- | --- | --- | --- | --- | --- |
| Tau filament bind | -4% | 4% | 0% | 2% | 9% | 4% |
| A350 fluor | i | x | i | i | u | i |
| Rhodamine autofl | i | x | i | i | i | i |
| 4MU fluor | i | x | i | i | u | i |
| FLuc inh | -1% | 3% | 1% | 2% | u | 0% |
| ERK AVP block | 2% | -20% | 0% | u | 16% | -19% |
| Fluorescein autfl | u | x | i | i | u | i |
| TexasRed autofl | u | x | i | i | u | u |
| Casp7 inh | 0% | 0% | 2% | 1% | -2% | 0% |
| Caspase-1 inhib | 1% | -3% | -2% | 2% | 0% | 0% |
| HEK293 cAMP cs | 9% | u | 6% | 12% | -21% | 7% |

7) COC(=O)CNS(=O)(=O)c1ccc(Cc2ccc(S(=O)(=O)NCC(=O)OC)cc2)cc1
8) Cc1cc(CN2C(=O)c3ccccc3C2=O)no1
9) COc1cc(C(=O)N2CCN=C2c2ccccc2)cc(OC)c1OC
10) CN(C)c1nc2n(c(=O)n1)C(C#N)CS2 (stereo not given)
11) Cc1ccc2[nH]c(=O)c(C(c3nnnn3C(C)(C)C)N(Cc3ccco3)CC3CCCO3)cc2c1 (stereo not given)
12) O=C(NC1CCCC1)c1cnn2c(C(F)(F)F)cc(-c3ccc4c(c3)OCO4)nc12

| assay / entry | 7 | 8 | 9 | 10 | 11 | 12 |
| --- | --- | --- | --- | --- | --- | --- |
| Tau filament bind | 3% | -4% | 0% | x | 5% | 151% |
| A350 fluor | u | i | x | i | 2.6e-08M* | u |
| Rhodamine autofl | i | i | x | i | i | i |
| 4MU fluor | i | i | x | i | 1.8e-08M* | u |
| FLuc inh | 3% | -6% | 2% | 1%[25.5 µM] | -2% | 1% |
| ERK AVP block | -28% | 16% | -14% | x | -20% | 0% |
| Fluorescein autfl | i | i | x | i | u | 4.6e-08M* |
| TexasRed autofl | i | u | x | i | i | i |
| Casp7 inh | -4% | -1% | -1% | x | -21% | -3% |
| Caspase-1 inhib | 0% | 1% | 1% | x | u | -6% |
| HEK293 cAMP cs | -5% | 10% | -7% | x | u | u |

Just Fluorescein autfl, Rhodamine autofl and Tau filament bind, for some of the entries so far:
| entry | SMILES | Fluorescein autfl | Rhodamine autofl | Tau filament bind |
| --- | --- | --- | --- | --- |
| 11 | Cc1ccc2[nH]c(=O)c(C(c3nnnn3C(C)(C)C)N(Cc3ccco3)CC3CCCO3)cc2c1 (stereo not given) | u | i | 5% |
| 12 | O=C(NC1CCCC1)c1cnn2c(C(F)(F)F)cc(-c3ccc4c(c3)OCO4)nc12 | 4.6e-08M* | i | 151% |

Sorted by molar mass (rising): part of the list above
10) CN(C)c1nc2n(c(=O)n1)C(C#N)CS2 (stereo not given)
7) COC(=O)CNS(=O)(=O)c1ccc(Cc2ccc(S(=O)(=O)NCC(=O)OC)cc2)cc1
11) Cc1ccc2[nH]c(=O)c(C(c3nnnn3C(C)(C)C)N(Cc3ccco3)CC3CCCO3)cc2c1 (stereo not given)

| assay / entry | 10 | 7 | 11 |
| --- | --- | --- | --- |
| Tau filament bind | x | 3% | 5% |
| A350 fluor | i | u | 2.6e-08M* |
| Rhodamine autofl | i | i | i |
| 4MU fluor | i | i | 1.8e-08M* |
| FLuc inh | 1%[25.5 µM] | 3% | -2% |
| ERK AVP block | x | -28% | -20% |
| Fluorescein autfl | i | i | u |
| TexasRed autofl | i | i | i |
| Casp7 inh | x | -4% | -21% |
| Caspase-1 inhib | x | 0% | u |
| HEK293 cAMP cs | x | -5% | u |

Additional entries follow.
13) CCOC(=O)Cc1nc2ccccc2[nH]1
14) O=C1CC(=O)CC(c2ccccc2Cl)C1
15) COC(=O)c1ccc(N2CCN(C)CC2)c(NC(=O)COc2ccc(OC)cc2)c1
16) O=C(NCc1ccc2c(c1)OCO2)c1cccc(S(=O)(=O)N2CCOCC2)c1
17) Cc1cccc2nc(Cn3c(=O)n(CCC(=O)NCc4ccco4)c(=O)c4sccc43)cc(=O)n12
18) Cn1c(CN2CCCC2)nc2cc(NC(=O)Nc3ccccc3)ccc21
19) O=C(NCc1ccco1)c1cnc2ccccn2c1=O
20) c1cc2c3c(c1)ccc1cccc(c13)C2
21) Cn1c(=O)c2cn3c(c2n(C)c1=O)C(c1ccccc1)CC(c1ccccc1)=N3 (stereo not given)

| assay / entry | 13 | 14 | 15 | 16 | 17 | 18 | 19 | 20 | 21 |
| --- | --- | --- | --- | --- | --- | --- | --- | --- | --- |
| Tau filament bind | -5% | 22%[11.4 µM] | 3% | -5% | 9% | -2% | 3% | 16% | -24% |
| A350 fluor | i | x | i | i | 4.9e-08M* | u | x | x | u |
| Rhodamine autofl | i | x | i | i | i | i | x | x | i |
| 4MU fluor | i | x | i | i | 4.5e-08M* | i | x | x | i |
| FLuc inh | -1% | 2% | 1% | 0% | 0% | -12% | 0% | x | -8% |
| ERK AVP block | 3% | -24% | 5% | -20% | 5% | -8% | x | 13% | 16% |
| Fluorescein autfl | i | x | u | u | i | i | x | x | u |
| TexasRed autofl | i | x | i | i | i | u | x | x | i |
| Casp7 inh | -5% | -2% | -2% | 0% | -3% | 1% | 1% | -2% | -1% |
| Caspase-1 inhib | -3% | -4% | 2% | 0% | -1% | 0% | -2% | -3% | -2% |
| HEK293 cAMP cs | -1% | 12%[11.4 µM] | -17% | 5% | -2% | -10% | 8% | u | u |
